TIM10 inh = growth inhibitors of TIM10 yeast strain | S. cerevisiae TIM10 strain growth, BacTiter-Glo luminescence, 24 h | inhibition, % at 10 µM | 1.4% of 330,000 active | AID 463195;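 active means inhibition of 40% or more at the single tested concentration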;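 further: wild-type TIM10 isogenic control strain grown at permissive 25 °C; 0% = DMSO yeast wells and 100% = minimal medium wells without yeast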
mIAP inh = blocks mouse intestinal alkaline phosphatase; purified mouse IAP, CDP-Star luminescence, 30 min; inhibition, % at 10 µM; 0.2% of 330,000 active;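 active means inhibition of at least 40% at 10 µM in the primary screen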;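 further: plate controls were DMSO with enzyme for no effect and no enzyme wells for full effect; values of inactives mirror those of a sister screen read the other way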
beta cell repl = induces beta-cell replication in MIN6 cells. MIN6 cells proliferation, ATPlite luminescence, 48 h; cells starved in 0.2% serum; 100% = growth in 10% serum. proliferation, % at 10 µM. 0.29% of 330,000 active. AID 2380;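 active means compounds whose signal lies at least 3.5 SD above the mean of all wells on their plate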;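 further: 0% = DMSO-treated cells in low-serum medium and 100% = 10% serum control; some compounds called inactive have numbers as strong as hits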
APOBEC3G inh = inhibitors of human APOBEC3G DNA deaminase; Q9HC16; inhibition, % at 20 µM; 0.28% of 330,000 active; AID 493012; recombinant A3G, ssDNA deamination FAM/TAMRA fluorescence;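 active means inhibition of at least 40% at 20 µM, with no more than 30% in the related APOBEC3A deaminase screen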;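 further: plate controls were DMSO wells with A3G for no effect and wells lacking A3G enzyme for full effect; some compounds called inactive have numbers as strong as hits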
Target sequence (Q9HC16 whole entry, looked up): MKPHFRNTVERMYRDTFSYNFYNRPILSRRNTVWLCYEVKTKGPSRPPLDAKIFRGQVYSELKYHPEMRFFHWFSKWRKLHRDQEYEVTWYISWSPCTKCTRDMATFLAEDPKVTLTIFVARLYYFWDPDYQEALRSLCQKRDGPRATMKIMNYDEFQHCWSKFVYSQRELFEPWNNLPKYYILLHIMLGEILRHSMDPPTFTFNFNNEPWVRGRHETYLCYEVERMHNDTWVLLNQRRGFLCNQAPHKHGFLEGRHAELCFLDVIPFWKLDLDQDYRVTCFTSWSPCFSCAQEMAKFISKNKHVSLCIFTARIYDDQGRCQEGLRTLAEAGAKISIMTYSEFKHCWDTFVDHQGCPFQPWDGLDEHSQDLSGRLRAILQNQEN
hIAP inh = human IAP inhibition | P09923 | purified IAP, CDP-Star luminescence, 30 min | inhibition, % at 10 µM | 0.12% of 330,000 active;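 active means inhibition reaching a set limit with compound at 10 µM in the primary screen, cut at about 35% in these data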;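 further: plate controls were DMSO wells with enzyme for no effect and no-enzyme buffer wells for full effect; values of inactives mirror those of a sister screen read the other way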
tim10-1 inh = inhibits growth of tim10-1 mutant yeast; S. cerevisiae tim10-1 ts strain growth, BacTiter-Glo, 24 h; inhibition, % at 20 µM; 2.2% of 330,000 active; AID 463190;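 active means inhibition of at least 40%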;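 further: mutant grown at 25 °C; 0% = DMSO wells with yeast and 100% = wells holding no yeast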
mIAP activ = increases mouse intestinal alkaline phosphatase activity | muIAP, CDP-Star luminescence, 30 min; active compounds read high; 1 = vehicle-only enzyme signal, 0 = enzyme-free wells | activation factor at 10 µM | 0.24% of 330,000 active;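 active means activation factor of at least 2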; further: the source names both 10 and 20 µM as test concentration; values of inactives mirror those of a sister screen read the other way
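Assay system: mouse IAP enzyme; reagent: chemiluminescent substrate CDP-Star; dosing: test compounds delivered from DMSO solution; schedule: 30 min at room temperature; measured by: luminescence from enzymatic CDP-Star hydrolysis; controls: DMSO-only wells and no-enzyme negative control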
A3A deaminase = inhibitors of human APOBEC3A DNA deaminase; P31941; recombinant A3A, FAM/TAMRA ssDNA deamination fluorescence; inhibition, % at 20 µM; 0.41% of 330,000 active; AID 493011;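 active means at least 40% inhibition at 20 µM here, with at most 30% in a related deaminase screen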;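 further: plate controls were A3A with DMSO for no effect and wells lacking A3A enzyme for full effect; some results filed as inactive read as strong as hits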
Target sequence (P31941 whole entry, looked up): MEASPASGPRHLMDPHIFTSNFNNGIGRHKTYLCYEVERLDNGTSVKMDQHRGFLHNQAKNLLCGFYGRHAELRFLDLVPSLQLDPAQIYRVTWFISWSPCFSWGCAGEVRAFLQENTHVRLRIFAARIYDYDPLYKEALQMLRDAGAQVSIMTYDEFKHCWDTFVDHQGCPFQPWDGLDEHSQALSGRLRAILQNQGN
NLRP3 yeast inh = NALP3 inhibition in yeast. 0.39% of 330,000 active. Yeast reconstituted NLRP3/ASC/caspase-1, beta-gal luminescence, 24 h. inhibition, % at 10 µM;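 active means inhibition of 50% or more; inactive means inhibition below 50%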;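 further: plate controls were induced DMSO wells for no effect and uninduced yeast grown without galactose for full effect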
* = called active by the depositor.

Assay codes – A = TIM10 inh; B = mIAP inh; C = beta cell repl; D = APOBEC3G inh; E = hIAP inh; F = tim10-1 inh; G = mIAP activ; H = A3A deaminase; I = NLRP3 yeast inh
COc1ccc2c3c([nH]c2c1)C1CC2C(CC(O)C(OC)C2CO)CN1CC3 (stereo not drawn)
  A: 7	B: 14	C: 1	D: -8	E: 11	F: 10	G: 0.86	H: -4	I: 5
CC(CN1CCCC1)OC(=O)C(c1ccccc1)c1ccccc1 (stereo not drawn)
  A: -112	B: 2	C: 1	D: 1	E: -16	F: -51	G: 0.98	H: 3	I: 5
Cc1c(Cl)cccc1N1C(=O)CC(NNC(=O)c2ccc3c(c2)OCO3)C1=O (stereo not drawn)
  A: 7	B: 6	C: -1	D: -3	E: -8	F: -8	G: 0.94	H: 1	I: 18
COCCN(C(=O)COC(=O)CCS(=O)(=O)c1ccccc1)c1c(N)n(Cc2ccccc2)c(=O)[nH]c1=O
  A: -5	B: 1	C: -1	D: -6	E: 6	F: -1	G: 0.99	H: 26	I: 20
CCOC(=O)C1CCN(C(=O)c2cc(C)n(C(C)(C)C)n2)CC1
  A: -15	B: -6	C: 0	D: 0	E: 3	F: -12	G: 1.1	H: 2	I: -10
CCn1c(Cc2ccccc2)nnc1SCc1nc2ccccc2c(=O)[nH]1
  A: 3	B: 1	C: 2	D: 1	E: -3	F: 8	G: 0.99	H: 2	I: 13
CCOC(=O)c1c(C)c(C(=O)Nc2ccc3c(c2)OCCO3)c(C)n1C
  A: 11	B: 3	C: -2	D: -3	E: 16	F: 8	G: 0.97	H: 8	I: 12
COc1cc(/C=N/NC(=O)c2sc(N)c(C#N)c2C)ccc1O
  A: 5	B: 15	C: 1	D: 32	E: -4	F: 1	G: 0.85	H: -5	I: -15
O=C(COc1coc(CN2CCc3ccccc3C2)cc1=O)Nc1cccc(F)c1
  A: 11	B: 2	C: -2	D: 11	E: 9	F: -1	G: 0.98	H: 9	I: 33
O=C(O)COc1ccc(/C=N/NC(=O)C(O)(c2ccccc2)c2ccccc2)cc1
  A: 8	B: 4	C: -3	D: -6	E: -2	F: -6	G: 0.96	H: -4	I: 22
Cc1ccc(S(=O)(=O)NCCC(=O)OCC(=O)NCCc2ccccc2)cc1C
  A: 1	B: 5	C: -1	D: -4	E: -11	F: -3	G: 0.95	H: 1	I: 9
COC(=O)C1=C(O)/C(=C/c2ccc(OCC(=O)Nc3ccccc3)cc2)N=C1C
  A: 3	B: 11	C: -6	D: -4	E: 10	F: -29	G: 0.89	H: 0	I: 16
COc1ccc(CC(NC(C)=O)C(=O)NC2CCN(c3nc(C)cc(C)c3C#N)CC2)cc1 (stereo not drawn)
  A: 11	B: 0	C: -1	D: -1	E: -7	F: 4	G: 1	H: 3	I: 11
CCOC(=O)Cc1nn(Cc2ccc(Cl)cc2)c(=O)c2ccccc12
  A: -12	B: -4	C: 1	D: -1	E: 13	F: 17	G: 1	H: 2	I: 26
CC(C)c1ccc(/C=C/C(=O)n2nnc3ccccc32)cc1
  A: 50*	B: -2	C: -6	D: -2	E: 1	F: 55*	G: 1	H: 0	I: 21
O=c1c(-c2ccccc2)n[nH]c2ccccc12
  A: 7	B: 3	C: -2	D: -4	E: 13	F: -41	G: 0.97	H: -3	I: 22
Cc1cc(C(=O)NNC(=S)NCc2ccco2)n(C)n1
  A: 4	B: 18	C: 0	D: -4	E: 18	F: -5	G: 0.82	H: -5	I: 20
Cc1cc(C)c2cc(C)c3nnc(SCC(=O)NCc4ccc5c(c4)OCO5)n3c2c1
  A: 9	B: -1	C: -1	D: -8	E: -3	F: 27	G: 1	H: -4	I: 9
O=C(Oc1ccccc1-c1nnco1)c1ccc(Cl)cc1
  A: -23	B: 18	C: -3	D: -4	E: -21	F: 8	G: 0.82	H: -1	I: 16
CCc1ccc(C(=O)CSc2n[nH]c(-c3ccncc3)n2)cc1
  A: 16	B: -2	C: -1	D: 0	E: -8	F: 2	G: 1	H: 4	I: 12
O=C(NCc1cc([N+](=O)[O-])ccc1O)c1cccc(NS(=O)(=O)c2ccccc2)c1
  A: -8	B: -3	C: -2	D: -5	E: 9	F: -4	G: 1	H: -1	I: 4
Cc1[nH]c2ccccc2c1SCC(=O)O
  A: 2	B: 3	C: -2	D: -8	E: 7	F: 9	G: 0.97	H: 0	I: 14
Cc1ccc(/C=N/NC(=O)c2cccc(S(=O)(=O)Nc3ccccc3Cl)c2)s1
  A: 14	B: 1	C: -1	D: -3	E: 4	F: 24	G: 0.99	H: -2	I: 2
CCc1cc(C(=O)N2CCCC(CCC(=O)N3CCN(c4ccccn4)CC3)C2)no1 (stereo not drawn)
  A: -3	B: -7	C: 5	D: 7	E: 8	F: 6	G: 1.1	H: 3	I: 12
Cc1ccc(/C=N/NC(=S)Nc2cccc(S(=O)(=O)N(C)C)c2)o1
  A: 34	B: 17	C: -3	D: -2	E: -12	F: 36	G: 0.83	H: -1	I: 8

Grouped by structure: those above containing an aryl methoxy group
Assay codes – A = TIM10 inh; B = mIAP inh; C = beta cell repl; D = APOBEC3G inh; E = hIAP inh; F = tim10-1 inh; G = mIAP activ; H = A3A deaminase; I = NLRP3 yeast inh
COc1ccc2c3c([nH]c2c1)C1CC2C(CC(O)C(OC)C2CO)CN1CC3 (stereo not drawn)
  A: 7	B: 14	C: 1	D: -8	E: 11	F: 10	G: 0.86	H: -4	I: 5
COc1cc(/C=N/NC(=O)c2sc(N)c(C#N)c2C)ccc1O
  A: 5	B: 15	C: 1	D: 32	E: -4	F: 1	G: 0.85	H: -5	I: -15
COc1ccc(CC(NC(C)=O)C(=O)NC2CCN(c3nc(C)cc(C)c3C#N)CC2)cc1 (stereo not drawn)
  A: 11	B: 0	C: -1	D: -1	E: -7	F: 4	G: 1	H: 3	I: 11

(list continues)
Assay codes – A = TIM10 inh; B = mIAP inh; C = beta cell repl; D = APOBEC3G inh; E = hIAP inh; F = tim10-1 inh; G = mIAP activ; H = A3A deaminase; I = NLRP3 yeast inh
CC1CC(C)(C)N(C(=O)CN2CCN(C)CC2)c2ccccc21 (stereo not drawn)
  A: 8	B: 10	C: -4	D: 4	E: -27	F: 26	G: 0.9	H: -1	I: 12
CCC(Oc1ccccc1)C(=O)Nc1ccccn1 (stereo not drawn)
  A: 9	B: 4	C: -3	D: -2	E: -10	F: 3	G: 0.96	H: -1	I: 13
COc1ccc(NC(=O)NCCCN2CCc3ccccc3C2)cc1
  A: -2	B: -2	C: -1	D: -10	E: 12	F: -11	G: 1	H: -2	I: 4
COc1ccccc1N1CCN(C(c2cccs2)C(C)NC(=O)C(=O)N2CCCCC2)CC1 (stereo not drawn)
  A: 2	B: 0	C: -1	D: -7	E: -24	F: 8	G: 1	H: -6	I: 9
COc1ccc(NC(=O)CCCc2ccccc2)c(OC)c1
  A: -7	B: 6	C: -1	D: -8	E: -10	F: 2	G: 0.94	H: -9	I: 18
Nc1ccc(S(=O)(=O)NC2(C(F)(F)F)NC(=O)N(c3ccccc3F)C2=O)cc1 (stereo not drawn)
  A: -10	B: 1	C: 0	D: 0	E: 8	F: 3	G: 0.99	H: 0	I: 16
Cc1cc(C(=O)Nc2ccc(S(=O)(=O)N3CCCC3)cc2)no1
  A: 2	B: 1	C: -2	D: -2	E: -2	F: 11	G: 0.99	H: 0	I: 12
CCOC(=O)C1CCN(C(=O)Nc2cccc(Cl)c2)CC1
  A: 3	B: -8	C: -3	D: 3	E: 9	F: 1	G: 1.1	H: 2	I: 1
Cc1[nH]n(-c2ccccc2)c(=O)c1/C=C1\C=NN=C1c1ccccc1
  A: 22	B: 4	C: -2	D: 8	E: -43	F: 26	G: 0.96	H: -8	I: 7
COc1ccc2cc(Br)ccc2c1CC(=O)NC1CC(C)(C)NC(C)(C)C1
  A: -3	B: -10	C: -6	D: -4	E: -3	F: -6	G: 1.1	H: -2	I: 23
Cc1cccnc1CCNCc1c(C(=O)N2C[C@@H](C)O[C@@H](C)C2)nc2ccc(Cl)cn12
  A: -6	B: 9	C: -4	D: -9	E: -21	F: -18	G: 0.91	H: -1	I: 11
O=C(NC1CCCN(Cc2ccc(Cl)cc2)C1)c1cccc(F)c1 (stereo not drawn)
  A: 6	B: 10	C: 1	D: -10	E: -35	F: 21	G: 0.9	H: -7	I: 14
Fc1cccc(CCN2CCNC[C@H]2Cc2cccc3ccccc23)c1
  A: 8	B: 8	C: -8	D: -4	E: 12	F: 4	G: 0.92	H: -4	I: 23
CCCNC(=O)c1cc(Cl)c(NC(=O)C2=CSCCO2)cc1OC
  A: 12	B: 3	C: -2	D: -5	E: 3	F: 32	G: 0.97	H: -2	I: 8
COc1ccc(CN2CCN(CCCc3ccccc3)C(CCO)C2)c(OC)c1 (stereo not drawn)
  A: -9	B: -9	C: -2	D: -1	E: 0	F: -3	G: 1.1	H: 1	I: 15
CC(=O)Cn1c(N2CCC(Cc3ccccc3)CC2)nc2c1c(=O)[nH]c(=O)n2C
  A: 9	B: -8	C: -4	D: -3	E: 1	F: 8	G: 1.1	H: -1	I: 7
CSc1ccccc1NC(=O)c1cc2ncc(Br)cn2n1
  A: 0	B: 0	C: -2	D: 7	E: -5	F: 3	G: 1	H: 34	I: 12
COC(=O)c1ccc(Cl)c(NC(=O)CN(c2ccc(OC)c(OC)c2)S(C)(=O)=O)c1
  A: -4	B: 2	C: 3	D: 3	E: -1	F: 13	G: 0.97	H: -1	I: 8
O=C(NCc1ccccc1)c1ccc2ccccc2n1
  A: 7	B: -1	C: -2	D: -5	E: -2	F: 11	G: 1	H: 0	I: 22
CCN(CC)C(=O)CN1C(=O)c2cccc3cccc1c23
  A: 2	B: -2	C: -1	D: -5	E: -21	F: 10	G: 1	H: 0	I: 18
CCN(C(=O)c1ccccc1F)c1nc(-c2ccc(OC)cc2)cs1
  A: 9	B: 2	C: -4	D: 0	E: -9	F: 0	G: 0.98	H: -4	I: 26
CC(C)(C)c1nnc(NC(=O)Nc2ccc(Cl)cc2)s1
  A: 20	B: 5	C: -3	D: 0	E: 6	F: 18	G: 0.95	H: 3	I: 10
COC(=O)C1=C(C)N(CC2CC2)C(=NCCN2CCOCC2)N[C@H]1c1ccccc1
  A: 8	B: -5	C: 6	D: 22	E: 20	F: 8	G: 1	H: 71*	I: 12
O=C(NCCc1ccccn1)c1nc(Cn2cc([N+](=O)[O-])cn2)no1
  A: -8	B: 0	C: 1	D: -3	E: 5	F: -8	G: 0.99	H: 0	I: 16
O=C(NCCCn1ccnc1)c1cnn2c1NC(c1ccccc1)CC2C(F)(F)F (stereo not drawn)
  A: 4	B: 7	C: -2	D: -4	E: -5	F: 9	G: 0.93	H: 0	I: 15
